# Screens from PubChem BioAssay.
# PKA-R2B act – activators of PKA-R2B holoenzyme, primary screen, biochemical, fluorescence polarization, Cy5-IP20, human | PKA-R2B holoenzyme dissociation; R2B truncated from residue 108, S112A mutant; 0% DMSO only, 100% 113 µM cGMP | activation, % at 11.4 µM | 0.079% of 340,000 active | AID 504700, 2011;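 active = activation above a cutoff set at the mean over all compounds plus 3 SD, cut at about 18% in these data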;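 also: higher means more holoenzyme dissociation and a rise in polarization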
# PfHsp90 set2 – growth inhibition of PfHsp90-expressing yeast, primary screen, antimalarial PfHsp90 inhibitor project, S. cerevisiae, BacTiter-Glo luminescence, single point, set 2 | 0.32% of 310,000 active | BacTiter-Glo ATP, 48 h; yeast lacking PDR1 and PDR3 efflux regulators | inhibition, % at 9.4 µM;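 active = every replicate shows inhibition above about 80%, whatever the replicate mean, limit read from the data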;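 also: 0% = DMSO neutral controls and 100% = 20 µM radicicol positive controls; yeast relying on Plasmodium falciparum Hsp90 in place of its own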
# MOR-DOR inv ag – inverse agonists of MOR-DOR heterodimerization, primary screen, cell-based, luminescence. cell-based MOR-DOR heterodimer luminescence, inverse agonism. Mu-type opioid receptor (Homo sapiens) + Delta-type opioid receptor (Homo sapiens), …. AID 504357, 2011. inhibition, % at 9.3 µM. 0.21% of 340,000 active; in the data active = inhibition above about 22%, passing the limit was not always enough;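 also: 0% = cells with DMSO and 100% = wells without cells with DMSO; values of inactives mirror those of a sister screen read the other way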
# Target sequence (P35372 whole entry, looked up): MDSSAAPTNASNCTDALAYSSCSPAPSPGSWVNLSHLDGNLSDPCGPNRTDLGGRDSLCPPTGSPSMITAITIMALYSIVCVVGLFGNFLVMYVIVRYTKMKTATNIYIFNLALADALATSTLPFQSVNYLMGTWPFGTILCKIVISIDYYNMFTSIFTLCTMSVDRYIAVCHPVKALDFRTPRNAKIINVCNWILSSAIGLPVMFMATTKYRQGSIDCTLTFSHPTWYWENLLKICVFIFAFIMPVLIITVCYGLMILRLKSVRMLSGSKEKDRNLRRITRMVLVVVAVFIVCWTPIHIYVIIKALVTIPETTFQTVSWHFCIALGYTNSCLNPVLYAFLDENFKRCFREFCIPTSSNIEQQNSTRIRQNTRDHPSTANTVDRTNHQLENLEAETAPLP
# Target sequence (P41143 whole entry, looked up): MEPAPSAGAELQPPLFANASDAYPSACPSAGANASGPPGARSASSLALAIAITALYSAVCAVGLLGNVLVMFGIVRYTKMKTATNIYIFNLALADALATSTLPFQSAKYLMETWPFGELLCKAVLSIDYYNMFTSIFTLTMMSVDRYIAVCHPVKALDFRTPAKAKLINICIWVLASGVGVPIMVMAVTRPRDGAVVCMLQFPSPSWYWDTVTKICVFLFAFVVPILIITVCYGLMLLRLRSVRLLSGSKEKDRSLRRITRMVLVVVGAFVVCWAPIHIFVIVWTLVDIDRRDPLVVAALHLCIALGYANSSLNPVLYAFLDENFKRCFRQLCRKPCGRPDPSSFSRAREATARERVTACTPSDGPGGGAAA
# phage Ecoli inh – growth loss of phage-infected E. coli, primary screen, RecBCD inhibitor project, absorbance, with phage, HTS; inhibition, % at 11.9 µM; AID 651602, 2012; 0.26% of 360,000 active; in the data active = inhibition above about 11%
# HTR5A inv ag – HTR5A inverse agonists in luminescence cell assay, primary screen, counter-screen for OPRM1-OPRD1 heterodimer inverse agonist project, full-deck HTS; HTR5A cell line, inverse agonism; AID 504634, 2011; 0.083% of 340,000 active; 5-hydroxytryptamine receptor 5A (Homo sapiens), P47898; inhibition, % at 9.3 µM; in the data active = inhibition mostly above about 23%, no sharp cut-off; inactive = mostly below about 18%;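 also: 0% = cells with DMSO and 100% = no-cell wells with DMSO; some compounds called inactive have numbers as strong as hits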
# SUMO Mot1 rescue – yeast Mot1-301 growth rescue at high temperature, primary screen, SUMOylation pathway inhibitor project, S. cerevisiae, ATP luminescence, 38.5C. S. cerevisiae Mot1-301 growth rescue; percent above DMSO median, 100 means doubled. growth rescue, % at 18.8 µM. 1% of 320,000 active;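 active = every valid replicate shows activation above 250% relative to neutral control wells; inactive = the rest, any valid replicate at or below 250%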;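 also: OY570 slx delta 5 strain wells were the positive control but not used for scaling; some compounds called inactive have numbers as strong as hits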
# MOR-DOR ag – agonists of OPRM1-OPRD1 heterodimerization, primary screen, cell-based, luminescence; 0.3% of 340,000 active; Mu-type opioid receptor (Homo sapiens) + Delta-type opioid receptor (Homo sapiens), …; cells; activation, % at 9.3 µM; in the data active = activation above about 18%;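 also: 0% = vehicle-treated cells and 100% = reference agonist; values of inactives mirror those of a sister screen read the other way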
# AddAB inh – growth inhibition of E. coli expressing H. pylori AddAB, primary screen, AddAB inhibitor project, absorbance; inhibition, % at 11.9 µM; AID 435030, 2010; 0.29% of 330,000 active; in the data active = inhibition above about 12%;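 also: 0% = vehicle wells of infected cells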
# PKA-R1A activ – activators of PKA-R1A holoenzyme, primary screen, biochemical, fluorescence polarization, Cy5-IP20, bovine R1A, mouse PKAc | cAMP-dependent protein kinase type I-alpha regulatory subunit (Bos taurus) + … | PKA-R1A dissociation; scaled: DMSO 0%, 113 µM cGMP 100% | activation, % at 11.4 µM | 0.083% of 340,000 active | AID 504707, 2011;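 active = percent activation above the mean of all tested compounds plus 3 SD, cut at about 19% in these data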;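 also: higher means more PKAc released from R1A so a rise in polarization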
# Tat export inh – E. coli Tat export inhibitors, primary screen, MC4100, TorA-mCherry reporter, fluorescence, single point; AID 488895, 2010; inhibition, % at 10 µM; 0.036% of 340,000 active;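 active = mean replicate inhibition at least 50% and at least half of replicates individually reaching 50%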;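 also: exported cargo escapes ClpAP degradation while cytoplasmic cargo is degraded and loses fluorescence; 0% = median of neutral control wells and 100% = median of NaSCN control wells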
# Ecoli viability – E. coli V3065 growth inhibition, primary screen, counter-screen for AddAB inhibitor project, absorbance, OD600; 18 h; inhibition, % at 11.9 µM; 0.27% of 330,000 active; AID 449728, 2010;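 active = inhibition above the campaign's mean inhibition across all tested compounds plus 3 SD, cut at about 9.9% in these data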;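 also: uninfected addAB+ strain grown without phage in ampicillin broth; 0% = DMSO wells and 100% = ciprofloxacin 0.95 µg/ml wells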
# Numbers without * were called inactive; nt = not tested or not shown. Random draw from the library, and some 2.2% of all compounds hit somewhere here.
SMILES,PKA-R2B act,PfHsp90 set2,MOR-DOR inv ag,phage Ecoli inh,HTR5A inv ag,SUMO Mot1 rescue,MOR-DOR ag,AddAB inh,PKA-R1A activ,Tat export inh,Ecoli viability
CC(=O)c1cc2c(cc1NS(=O)(=O)c1cccc(C(=O)O)c1)OCO2,16.4,-6.7,2.2,0.4,-1.1,277.6,-0.3,1.0,-8.8,-7.5,-0.4
O=C(Nc1ccccc1C(=O)N1CCOCC1)C1CC(=O)N(C2CCCC2)C1 (stereo not drawn),-3.0,nt,2.4,2.6,-0.6,15.0,-0.5,2.2,9.0,-7.5,3.1
CCC1CCCCN1C(=O)CSc1nc(N)cc(N)n1 (stereo not drawn),-1.5,1.8,10.9,-0.7,15.1,4.4,-2.2,0.4,-6.1,-4.0,4.8
Cc1ccc2[nH]c(O)c(N=Nc3ccccc3[N+](=O)[O-])c2c1,3.3,-14.2,17.2,1.9,-19.1,nt,-3.9,nt,0.5,5.7,nt
CCCCCN1CC(=O)N2Cc3[nH]c4ccccc4c3C[C@H]2C1=O,-4.1,15.5,14.9,0.2,-17.6,-5.3,-3.3,-1.9,-12.3,19.9,-0.9
COc1ccc(C(=O)Nc2ccccc2C(=O)Nc2ccccc2C(=O)O)cc1,-5.2,0.3,11.4,-0.2,11.5,-12.3,-2.3,-2.1,-9.5,4.6,-2.8
Nc1nc(C(c2ccccc2)c2ccccc2)cs1,1.4,6.6,-0.5,2.1,-9.5,3.9,0.1,1.6,6.2,-0.9,-1.3
Cc1oc(-c2ccccc2)nc1C(=O)OCC(=O)NCc1ccc(Cl)cc1,-2.9,-4.1,0.9,0.3,2.7,1.5,-0.2,-0.3,5.8,-4.3,-0.7
Cc1nn(C)cc1C(C(=O)NC1CCCCC1)N(Cc1ccccc1Cl)C(=O)c1cnccn1 (stereo not drawn),11.2,-2.1,6.9,2.4,-6.0,11.9,-1.5,1.2,-11.2,-3.7,-1.9
Cc1nn(C)c(C(=O)NCc2ccc(Cl)cc2)c1Cl,-8.4,-12.6,5.7,5.1,-35.9,9.3,-1.3,1.4,-9.7,-3.4,2.4
COc1ccc(C(=O)C2CCCN(Cc3cccn3-c3nccs3)C2)cc1OC (stereo not drawn),6.0,-3.7,-0.8,1.2,-14.0,-5.6,0.2,0.1,10.8,-14.1,2.1
CCOc1cc(NC(=S)NCC2CCCO2)c(OCC)cc1NC(=O)c1ccccc1C (stereo not drawn),3.7,-68.6,9.8,1.7,1.6,-2.5,-2.3,-0.8,-6.5,1.9,-3.6
Cc1ccc(C)c(NC(=O)CSc2nccn2Cc2ccco2)c1,-8.3,9.4,6.9,2.0,19.6,37.3,-1.2,0.9,9.0,12.0,0.2
COc1ccc(/C=C2/SC(=S)N(n3c(C)ccc3C)C2=O)cc1,0.8,-16.4,3.7,-3.2,-28.1,nt,-0.7,0.5,-4.4,0.8,-0.1
O=C(OCc1ccc(-c2ccccc2)cc1)c1cccc(O)c1,-11.1,-23.9,-11.7,3.5,-37.6,4.0,2.2,6.0,-8.9,13.6,3.5
CC(C)N(Cc1ccccc1)C(=O)CN1C(=O)COc2ccc(S(=O)(=O)NC3CCCC3)cc21,-1.5,3.5,6.7,0.9,-6.9,-5.5,-1.4,2.7,-10.2,-4.7,-2.8
Cc1cc(C(=O)Nc2ccc(F)cc2F)on1,4.7,-13.8,10.3,3.5,6.6,-5.0,-2.3,-0.6,-5.9,3.5,-1.8
Cc1cc2c(SCC(=O)NC3CCCCC3)ncnc2s1,-1.6,4.3,3.1,-0.3,-9.9,-7.4,-0.5,1.4,-8.9,1.6,-3.2
COc1ccc(C(=O)N2CCN(Cc3ccccn3)CC2)cc1,2.9,-7.8,0.9,-0.3,-2.5,-7.6,-0.2,-2.9,-5.2,-0.9,-2.4
Cc1ccc(S(=O)(=O)CCC(=O)OC(C)c2nnc(-c3cccs3)o2)cc1 (stereo not drawn),5.4,-3.9,1.6,0.1,12.0,118.4,-0.4,2.8,-6.1,1.0,-1.3
CCc1nnc(NC(=O)c2cc3ccccc3oc2=O)s1,12.5,-6.1,5.5,2.3,-3.0,-5.9,-0.9,0.2,-6.7,1.5,1.0
CCNc1nc(Sc2ccc(C)cc2)cc(C(F)(F)F)n1,-0.7,-27.6,-10.8,4.1,-11.1,44.6,2.5,3.3,-0.3,4.5,0.9
OCCc1c[nH]c2ccc(C(F)(F)F)cc12,3.0,-19.3,9.7,2.9,8.8,-29.0,-1.8,4.5,3.2,-8.0,1.0
CN(C)N=Nc1ccc(S(N)(=O)=O)cc1,-2.0,-40.3,9.2,4.3,5.9,-18.6,-1.9,5.6,-8.2,-0.3,1.3
CCC(=O)N1CCN(c2ccccc2NC(=O)c2ccc([N+](=O)[O-])o2)CC1,-0.8,-33.5,-45.5,2.9,-2.9,140.0,7.1,3.4,-3.2,0.6,0.4

# (more compounds)
SMILES,PKA-R2B act,PfHsp90 set2,MOR-DOR inv ag,phage Ecoli inh,HTR5A inv ag,SUMO Mot1 rescue,MOR-DOR ag,AddAB inh,PKA-R1A activ,Tat export inh,Ecoli viability
CCN(CC)C(=O)Cn1cc(C(=O)C(=O)N2CCN(c3ccc(OC)cc3)CC2)c2ccccc21,-7.6,17.6,18.1,-0.6,0.0,-18.4,-3.5,7.2,6.5,-5.9,-1.2
CC(C)(C)[C@H]1C=C(C(=O)O)O[C@@H](OCc2ccc(CO)cc2)C1,7.0,-32.3,13.2,3.0,-5.1,13.8,-2.3,2.3,-9.1,-0.1,1.4
COc1ccccc1NC(=O)CCCn1c(=S)[nH]c2ccccc2c1=O,1.2,10.3,3.9,3.6,3.7,2.7,-0.6,1.6,2.3,-3.8,4.0
CCCCN(C(=O)CSc1cc(C)c2ccc(OC)cc2n1)c1c(N)n(Cc2ccccc2)c(=O)[nH]c1=O,7.1,-4.0,3.2,2.4,6.1,-10.7,-0.5,3.0,-9.0,-11.6,0.4
Cc1ccc2c(C(=O)CN3CCCC3)c(C)[nH]c2c1,-1.0,2.0,9.4,3.1,19.0,401.5,-2.3,3.6,-7.3,10.1,1.6
Cc1ccc(S(=O)(=O)Nc2nc(C)c(C(=O)NNS(=O)(=O)c3cc(C)ccc3C)s2)cc1,-9.0,13.8,14.7,-0.5,-8.4,-19.1,-3.0,4.3,6.5,-3.4,-1.1
Cc1c(C(=O)NC(=S)NCc2cccnc2)cccc1[N+](=O)[O-],-3.2,1.8,2.8,3.5,10.9,-3.5,-0.5,1.8,-1.2,0.4,0.8
Cc1ccc(CNc2nc3ccc(C)cc3n3cnnc23)cc1,3.1,-11.5,-24.6,3.6,-6.0,-26.6,4.2,0.0,-4.8,11.1,-0.2
Cc1cc(C)n2nc(SCC(=O)N(CCC#N)c3ccc(F)cc3)nc2n1,0.8,nt,18.3,-3.3,10.7,7.1,-4.7,0.3,-3.0,-5.4,-0.5
CC(=O)Nc1ccc(S(=O)(=O)N2CCN(S(=O)(=O)c3ccc(NC(C)=O)cc3)CC2)cc1,-4.8,6.2,11.0,2.0,7.7,13.0,-2.2,nt,0.9,9.4,nt
Cc1ccc(C(C)C)c2c1C(c1ccc3c(c1)OCO3)CC(=O)O2 (stereo not drawn),-15.7,-18.3,1.5,-0.6,-2.6,nt,-0.3,0.4,0.0,3.0,-2.1
Cc1ccc(NC(=O)CCC(=O)c2ccc(Cl)s2)nc1,-1.6,8.3,15.2,3.6,1.7,5.9,-4.0,2.0,0.3,4.2,-2.5
O=C(N/N=C/c1cccnc1)c1cc(-c2ccccc2Cl)nc2ccccc12,0.0,16.7,3.9,1.6,4.3,7.5,-0.9,-1.1,7.4,4.5,-1.2
Cc1cc(C)c(O)c(-c2cc(C(=O)Nc3c(C)n(C)n(-c4ccccc4)c3=O)[nH]n2)c1,1.2,13.4,8.8,-0.5,6.4,nt,-1.7,-0.4,-2.8,-0.9,-2.4
COc1cccc(CN(C)CC(O)COc2cc(Cl)ccc2Cl)c1 (stereo not drawn),-1.0,-8.9,-22.5,0.9,-16.0,319.5,4.8,2.4,1.3,9.5,1.2
CC(C)Cc1nnc(NC(=O)CN2C(=O)NC3(CCCC3)C2=O)s1,7.4,nt,7.1,1.2,9.0,-12.9,-1.1,0.9,-2.8,7.8,-0.2
CCN(CC)C(=O)c1[nH]cnc1C(=O)NCC(=O)OC(C)(C)C,-16.2,6.3,7.3,-0.8,-15.8,9.2,-1.3,-0.4,-10.8,-7.5,-1.0
Cc1cc(C)nc(SCSc2nc(C)cc(C)n2)n1,-1.4,9.4,1.6,0.7,7.0,nt,-0.3,nt,6.8,9.3,nt
CCCCCn1c(=O)c(-c2nc3ccccc3[nH]2)c(O)c2ccccc21,nt,3.9,nt,3.2,nt,-17.7,nt,2.0,nt,-3.9,-2.4
CC(C)(C)NC(=O)CSc1nnc(C2CC2)n1-c1ccccc1,-1.4,-25.8,3.3,2.5,0.0,-9.0,-0.7,1.4,2.5,18.9,-0.3
O=C(O)C1CCCCC1C(=O)NCCCCc1ccccc1 (stereo not drawn),2.2,-4.2,10.5,1.0,2.2,1.6,-2.5,1.9,-3.8,2.1,-1.9
COc1ccccc1N(C(=O)c1ccco1)C(C(=O)NC1CCCC1)c1ccncc1 (stereo not drawn),-3.5,-70.8,6.9,2.9,-20.1,-3.6,-1.1,3.6,-8.5,-2.3,0.9
O=c1c2cc(NC(=S)NC3CC3)ccc2nc2n1CCCCC2,4.5,-22.1,13.8,1.6,10.3,-13.3,-2.9,4.3,-0.3,-4.8,-2.7
Cc1ccc(-c2ccc(C#N)c(=O)n2CC(=O)N(C)C)cc1,6.9,-20.3,2.5,1.5,3.9,-1.9,-0.5,2.5,-2.6,-5.8,2.1

# Given tab-delimited: 4 of the compounds above.
SMILES	PKA-R2B act	PfHsp90 set2	MOR-DOR inv ag	phage Ecoli inh	HTR5A inv ag	SUMO Mot1 rescue	MOR-DOR ag	AddAB inh	PKA-R1A activ	Tat export inh	Ecoli viability
Cc1cc(C)nc(SCSc2nc(C)cc(C)n2)n1	-1.4	9.4	1.6	0.7	7.0	nt	-0.3	nt	6.8	9.3	nt
CCCCCn1c(=O)c(-c2nc3ccccc3[nH]2)c(O)c2ccccc21	nt	3.9	nt	3.2	nt	-17.7	nt	2.0	nt	-3.9	-2.4
CC(C)(C)NC(=O)CSc1nnc(C2CC2)n1-c1ccccc1	-1.4	-25.8	3.3	2.5	0.0	-9.0	-0.7	1.4	2.5	18.9	-0.3
O=C(O)C1CCCCC1C(=O)NCCCCc1ccccc1 (stereo not drawn)	2.2	-4.2	10.5	1.0	2.2	1.6	-2.5	1.9	-3.8	2.1	-1.9
